Screening data as filed in PubChem.
BAZ2B block – blocks human BAZ2B. Q9UIF8. AlphaScreen BAZ2B-H3K14Ac peptide displacement. Potency, µM (top dose mostly 114 µM), without a hit: at the highest dose activity change, negative = inhibition, usual class: inhibitors. actives 4.4% (n = 360,000); note: % is set by controls: 0 for no effect and ±100 for the full control effect; nearly all actives have a fitted effect of over 60% in size
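AlphaScreen displacement of biotin-H3(5-23)K14Ac peptide (50 nM final) from BAZ2B (50 nM final) in PBS pH 7.4, 0.01% Tween-20; complex preformed 30 min RT, then compounds (top 110 uM) 30 min RT, beads 20 min dark.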
G9a inh – blocks human histone lysine methyltransferase G9a; Q96KQ7; G9a H3K9 monomethylation, AlphaScreen, 2 h; Potency, µM (highest dose often 102 µM), for inactives: at the highest dose activity, negative = inhibition, hits mostly inhibitors; actives 8.8% (n = 350,000); AID 504332; note: % is set by controls: 0 for no effect and ±100 for the full control effect; nearly all actives have a fitted effect of over 75% in size
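Compounds were preincubated with 20 nM G9a for 15 min, after which biotinylated H3K9 peptide (500 nM) and SAM (20 uM) started a 2 h room-temperature reaction. Monomethylated product was quantified by antibody-based AlphaScreen chemiluminescence.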
Pol beta inh – DNA polymerase beta (human) inhibition; P06746; Pol beta primer extension/strand displacement, fluorescence kinetic; Potency, µM (top dose mostly 114 µM), for the others: top-dose activity change, negative = inhibition, most hits filed as inhibitors; actives 1.3% (n = 340,000); note: % is set by controls: 0 for no effect and ±100 for the full control effect
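Pol beta (10 nM) and compounds were preincubated 15 min at room temperature, then 50 nM substrate (final) started primer extension/strand displacement. Reads were taken at 0 and 10 min; concentration-response data were fitted to a four-parameter Hill equation.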
Pol eta inh – inhibitors of human DNA polymerase eta; Q9Y253; recombinant Pol eta, fluorescent DNA replication assay; Potency, µM (series often up to 114 µM), for the others: at the top dose activity change, negative = inhibition, hits mostly inhibitors; actives 1.2% (n = 390,000); AID 588591; note: % is set by controls: 0 for no effect and ±100 for the full control effect
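Fluorescent replication assay: 50 nM final substrate added after a 15 min room-temperature compound preincubation with 10 nM enzyme. Signal taken at 0 min and again at 10 min.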
APEX1 inh – inhibitors of human APE1 endonuclease; P27695; recombinant APE1, TAMRA/BHQ-2 abasic DNA cleavage fluorescence; Potency, µM (titrated, usually from 65.8 µM), without a hit: at the top dose activity change, negative = inhibition, hits mostly inhibitors; actives 0.35% (n = 350,000);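 note: plate controls were vehicle for no effect and reference inhibitor for full effect; nearly all actives have a fitted effect of over 55% in size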
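Kinetic fluorescence read (525 ex/598 em nm, three reads 60 s apart) of AP-site incision; signal = third minus first read. Enzyme 0.75 nM, dual-labelled THF duplex 50 nM, compound preincubation 15 min RT.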
POLI inh – DNA polymerase iota (human) inhibition; Q9UNA4; Pol iota fluorescent replication assay, 10 min; Potency, µM (doses to about 115 µM), without a hit: top-dose activity, negative = inhibition, hits mostly inhibitors; actives 1% (n = 390,000)
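Pol iota at 10 nM preincubated 15 min with compounds at room temperature; reaction started with fluorescent substrate, 50 nM final. Fluorescence read kinetically at 0 and 10 min; buffer-only wells as negative control.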
Pol kappa inh – inhibitors of human DNA polymerase kappa; AID 588579; actives 0.53% (n = 400,000); Potency, µM (titrated, usually from 107 µM), for the others: top-dose activity, negative = inhibition, usual class: inhibitors; purified Pol kappa, fluorescent DNA synthesis assay, 10 min; Q9UBT6; note: % is set by controls: 0 for no effect and ±100 for the full control effect
Target sequence (Q9UBT6 whole entry, looked up): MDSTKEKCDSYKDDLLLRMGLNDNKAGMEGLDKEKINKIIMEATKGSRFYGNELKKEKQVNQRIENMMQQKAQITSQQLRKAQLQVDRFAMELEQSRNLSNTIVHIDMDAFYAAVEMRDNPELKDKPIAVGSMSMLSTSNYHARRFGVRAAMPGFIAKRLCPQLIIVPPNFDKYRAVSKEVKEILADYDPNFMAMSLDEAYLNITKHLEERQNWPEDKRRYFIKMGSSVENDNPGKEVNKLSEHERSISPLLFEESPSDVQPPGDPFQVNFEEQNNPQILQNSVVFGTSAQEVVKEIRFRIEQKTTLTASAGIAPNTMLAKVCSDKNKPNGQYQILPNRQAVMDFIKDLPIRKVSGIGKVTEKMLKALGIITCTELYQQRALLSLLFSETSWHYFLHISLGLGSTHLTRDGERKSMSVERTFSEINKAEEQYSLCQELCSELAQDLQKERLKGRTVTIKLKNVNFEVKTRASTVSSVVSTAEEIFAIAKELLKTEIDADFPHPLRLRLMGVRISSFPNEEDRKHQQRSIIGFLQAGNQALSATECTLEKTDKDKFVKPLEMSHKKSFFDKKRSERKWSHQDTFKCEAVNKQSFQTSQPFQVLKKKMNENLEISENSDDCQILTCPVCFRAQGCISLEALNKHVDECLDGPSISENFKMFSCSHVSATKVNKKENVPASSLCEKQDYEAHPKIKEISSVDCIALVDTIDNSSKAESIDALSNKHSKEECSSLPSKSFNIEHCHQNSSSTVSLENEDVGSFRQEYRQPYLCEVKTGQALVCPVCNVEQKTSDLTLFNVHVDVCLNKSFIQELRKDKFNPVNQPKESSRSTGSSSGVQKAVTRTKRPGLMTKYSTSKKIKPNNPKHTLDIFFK
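First, compounds were pin-transferred onto 10 nM Pol kappa. After 15 min at room temperature, substrate was added to 50 nM final. Fluorescence was then measured kinetically at 0 and 10 min.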
BLM inh – blocks DNA unwinding by human BLM helicase; P54132; recombinant BLM DNA unwinding, fluorescence dequenching; Potency, µM (titrated, usually from 56.1 µM), inactives show at the top dose activity change, negative = inhibition, usual class: inhibitors; actives 0.2% (n = 350,000);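 note: plate controls were vehicle for no effect and no enzyme for full effect; nearly all actives have a fitted effect of over 35% in size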
JMJD2A Tudor – JMJD2A Tudor domain (human) inhibition | O75164 | AlphaScreen JMJD2A-Tudor / H3K4me3 peptide binding | Potency, µM (top dose mostly 114 µM), for the others: at the highest dose activity change, negative = inhibition, usual class: inhibitors | actives 4.4% (n = 390,000); note: % is set by controls: 0 for no effect and ±100 for the full control effect; nearly all actives have a fitted effect of over 50% in size
* = called active by the depositor; ? = inconclusive; / = not tested or not shown; [ ] = remark or other dose. Calls come from the whole dose curve; as a rule, active = well fitted curve in the direction sought with a large enough effect; inconclusive = small, poorly fitted or top-dose-only effect, or another doubt; inactive = no such curve, though single readings can be large; an effect the other way counts as inactive or inconclusive. Potency is the fitted concentration of half-maximal effect.

SMILES	BAZ2B block	G9a inh	Pol beta inh	Pol eta inh	APEX1 inh	POLI inh	Pol kappa inh	BLM inh	JMJD2A Tudor
Cc1cc(C)c(C#N)c(SCc2c(F)cccc2[N+](=O)[O-])n1	-34%	-3%[59 µM]	8%	-10%	10%	-20%	-6%	-3%	-26%
COc1ccc(S(=O)(=O)N2CCCCCC2)cc1Br	14%	/	-4%	-13%	9%	31%[activator]	3%	-8%	44%[activator]
Cc1cc(S(=O)(=O)Nc2ccc(C(=O)NCCCN3CCCC3=O)cc2)ccc1F	12%	-5%	/	0%	-11%	28%	0%	/	-22%
Cc1csc(/C(C#N)=N/O)n1	1%	-1%[59 µM]	-1%	-10%	-5%	-18%	-10%	-2%	-8%
CCN(CC)S(=O)(=O)c1ccc(NC(=O)c2ccc3c(=O)n4c(nc3c2)CCCCC4)cc1	2%	9%[59 µM]	-2%	-14%	/	19%	-1%	-5%	-6%
CC(C)NC(=O)NC(=O)COc1c(F)c(F)cc(F)c1F	1%	-10%[2.33 µM]	16%	-6%	10%	1%	-16%	-1%	-20%
O=C(NNc1nc2ccccc2s1)Nc1ccc(Cl)c(Cl)c1	-30%	?	-9%	-4%	-1%	41%[activator]	9%	-4%	-4%
COc1ccc(-c2c(C3C4C=CCC(C)C4C(=O)N3Cc3ccccc3)ccc3ccccc23)cc1OC (stereo not given)	/	/	/	/	-8%	-1%	-5%	0%	?
CC1CCCN(C(=O)Cn2nnc(-c3ccc(F)cc3)n2)C1 (stereo not given)	-2%	12%[59 µM]	-2%	0%	19%[12.4 µM]	12%	-8%	0%	?
CC1Cc2ccccc2N1C(=O)CSc1ccccc1 (stereo not given)	50%[activator]	78%[activator][59 µM]	1%	-14%	-3%	36%[activator]	-15%	-4%	29%
COc1ccc(-c2c(C(=O)O)nc3ccccc3c2C(=O)O)cc1	-28%	?	2%	-5%	-2%	?	-2%	0%	25µM*
COc1ccccc1-c1nnc(SCC(=O)c2ccc(F)cc2)n1-c1ccccc1	?	?	1%	-8%	/	?	18%	-9%	-25%
Cc1ccc(CN(C)C(=O)CN2C(=O)NC3(CCCc4ccccc43)C2=O)c(C)c1 (stereo not given)	-7%	-12%[12.7 µM]	/	-4%	18%	7%	-14%	/	-22%
CC(NCC(O)COc1ccc(Br)cc1)c1ccccc1 (stereo not given)	-21%	6%	-4%	-11%	-2%	12%	6%	-2%	-16%
CCN(CC)CCCN(Cc1cc2ccc(C)c(C)c2[nH]c1=O)C(=O)NC1CCCCC1	-4%	-30%[0.0925 µM]	7%	-7%	25%	7%	-16%	-11%	-20%
COc1ccccc1/C(O)=C(\C#N)c1nc2ccccc2[nH]1	-28%	4%	62%	-4%	15%	77%[activator]	-15%	-3%	-2%[11.4 µM]
Cc1cc(OCc2cc(C(=O)N(C)C3CCOC3)no2)cc(C)c1Cl (stereo not given)	10%	20%[0.0925 µM]	-1%	-17%	-24%	17%	4%	-11%	-2%
COc1ccc(N(CC(=O)Nc2c(C)n(C)n(-c3ccccc3)c2=O)S(=O)(=O)c2ccc(C)cc2)cc1OC	3%	0%	32%	9%	18%	-17%	0%	-1%	-9%
Cc1ccc(S(=O)(=O)N2CCCCC2)cc1NS(=O)(=O)c1cccc(C(=O)O)c1	-6%	-49%[59 µM]	0%	-11%	-3%	-3%	-18%	-1%	-28%[57.1 µM]
COc1ccc(C2=NO[C@@H]3[C@@H]4C[C@@H]([C@H]5C(=O)N(C)C(=O)[C@@H]45)[C@H]23)cc1	1%	24%[59 µM]	25%	-18%	-4%	21%	-11%	3%	8%

A second format for part of the listing above.
BAZ2B block | G9a inh | Pol beta inh | Pol eta inh | APEX1 inh | POLI inh | Pol kappa inh | BLM inh | JMJD2A Tudor | structure
-2% | 12%[59 µM] | -2% | 0% | 19%[12.4 µM] | 12% | -8% | 0% | ? | CC1CCCN(C(=O)Cn2nnc(-c3ccc(F)cc3)n2)C1 (stereo not given)
50%[activator] | 78%[activator][59 µM] | 1% | -14% | -3% | 36%[activator] | -15% | -4% | 29% | CC1Cc2ccccc2N1C(=O)CSc1ccccc1 (stereo not given)
-28% | ? | 2% | -5% | -2% | ? | -2% | 0% | 25µM* | COc1ccc(-c2c(C(=O)O)nc3ccccc3c2C(=O)O)cc1
? | ? | 1% | -8% | / | ? | 18% | -9% | -25% | COc1ccccc1-c1nnc(SCC(=O)c2ccc(F)cc2)n1-c1ccccc1
-7% | -12%[12.7 µM] | / | -4% | 18% | 7% | -14% | / | -22% | Cc1ccc(CN(C)C(=O)CN2C(=O)NC3(CCCc4ccccc43)C2=O)c(C)c1 (stereo not given)

Remaining list, next part.
SMILES	BAZ2B block	G9a inh	Pol beta inh	Pol eta inh	APEX1 inh	POLI inh	Pol kappa inh	BLM inh	JMJD2A Tudor
Cc1ccc(CNC(=O)C(C)OC(=O)c2ccco2)cc1 (stereo not given)	4%	-7%	11%	-10%	0%	-4%[58.9 µM]	-11%	-1%	-14%
Cc1ccc(S(=O)(=O)c2c(N)n(NC(=O)C3CC3)c3nc4ccccc4nc23)cc1	13%	-13%[12.7 µM]	10%	-3%	-7%	11%	-20%	-7%	-14%
CCOc1ccc(C2c3[nH]c4ccccc4c3C[C@H]3C(=O)N(C4CC4)CC(=O)N23)cc1OC (stereo not given in full)	?	-15%	-8%	-22%	0%	10%	1%	-6%	-2%
O=C(CCN1C(=O)c2ccccc2S1(=O)=O)N1CCN(c2ccc(F)cc2)CC1	2%	?	/	1%	-9%	?	-21%	/	-23%
O=C(OCC(=O)c1ccc(Cl)cc1Cl)c1ccccn1	/	/	/	-18%	-3%	7%	-13%	/	40µM*
CCN(C(=O)COC(=O)c1ccccc1NCCO)C1CCS(=O)(=O)C1 (stereo not given)	-4%	-36%	/	-5%	13%	22%	1%	/	-12%
C=C(C)CNC(=S)N/N=C\c1ccc2c(c1)OCO2	-23%	-36%[59 µM]	23%	20%	1%	8%	10%	-1%	-7%[11.4 µM]
COc1ccc(C(=O)OCc2cc(=O)n3c(C)csc3n2)cc1F	0%	10%[12.7 µM]	/	3%	18%	2%	-1%	/	0%
O=C(C1CCN(S(=O)(=O)c2ccc(Cl)cc2)CC1)N1CCC1	-3%	13%[0.501 µM]	/	-5%	-13%	15%	-18%	/	-13%
CC(=O)c1cccc(NC(=O)Cc2noc3ccccc23)c1	0%	9%[59 µM]	3%	-29%	/	28%	-4%	-4%	-21%
CCC(C(=O)NCCc1ccccc1OC)n1nc(C)c2c(C)n(-c3ccccc3)nc2c1=O (stereo not given)	-2%	/	14%	-1%	-2%	-1%	-13%	1%	-22%
CCOC(=O)/C=C1\SCC(=O)N1CC(=O)c1ccc[nH]1	-33%	-4%[59 µM]	20µM*	?	?	?	?	?	-30%
Cc1c(C(=O)OCC(=O)N(CCC#N)c2ccccc2)oc2c1ccc1ccccc12	-29%	-33%[12.7 µM]	0%	-3%	2%	-15%	-2%	-8%	-19%
Cc1cc(OCC(=O)Nc2cc(-c3nn4c(C)nnc4s3)ccc2C)ccc1Cl	12%	-3%	0%	1%	1%	-10%	-4%	-1%	56µM*
Nc1cc2c(cc1[N+](=O)[O-])OCO2	56µM*	50µM*	28µM*	45µM*	?	?	?	-27%	?
Cc1nn(-c2ccccc2)cc1C(c1c(N)[nH]c(=S)[nH]c1=O)c1c(N)[nH]c(=S)[nH]c1=O	-36%	32µM*	-1%	-2%	6%	-4%	1%	0%	-15%[11.4 µM]
O=C(Cc1cccs1)N1CCN=C1SCc1ccc(Br)cc1	12%	19%	-19%	-22%	-9%	55%[activator]	-17%	-13%	23%
CN(C(=O)COC(=O)c1cnc(Cl)c(Cl)c1)C1CCCCC1	/	/	/	-2%	-2%	43%[activator]	-4%	/	-2%
COc1ccc(-c2noc(-c3ccccc3NC(=O)c3cc(OC)c(OC)c(OC)c3)n2)cc1	-1%	?	-2%	-6%	/	26%	3%	-3%	-1%
CCOc1ccc(NC2=NCC(=O)N2CCc2ccccc2)cc1	79µM*	?	-25%	-3%	5%	-2%	-5%	-6%	-6%
COc1ccc(NC(=O)c2c(NC(=O)COc3ccccc3)sc3c2CCCCC3)cc1	13%	-26%[59 µM]	-1%	2%	/	1%	-15%	-4%	-9%
CCCC(c1nnnn1Cc1ccco1)N1CCN(c2ccccc2)CC1 (stereo not given)	56µM*	?	22%	-5%	-1%	30%[activator]	-11%	-2%	-16%
COc1ccc(NC(=O)CCC2CCCCC2)cc1S(=O)(=O)N1CCCCC1	-10%	?	-17%[57.1 µM]	?	2%	18%	-15%	-12%	-30%
CCCCn1c(-c2ccncc2)nc2c1c(=O)[nH]c(=O)n2CC(C)C	2%	/	31%	-11%	0%	0%	7%	0%	-3%
O=c1c(-c2cc(F)cc(F)c2)nc2cnc(N3CCNCC3)nc2n1-c1ccccc1	/	9%[0.501 µM]	/	/	-5%	/	0%[60.1 µM]	-4%	/
COc1ccccc1CNC(=O)c1ccc(N2CCOCC2)c([N+](=O)[O-])c1	79µM*	-9%[59 µM]	9%	-16%	1%	0%	-20%	-5%	?
CCN(CC)c1ccc(/C=N/N=C(c2ccccc2)c2ccccc2)c(O)c1	?	?	-8%	-10%	3%	18%	-17%	-13%	?
Cc1c(CCC(=O)N[C@@H](C)C(=O)O)c(=O)oc2cc3oc4c(c3cc12)CCCC4	6%	15%	14%	4%	17%	-22%	-16%	-4%	-14%
O=C(Nc1nnc(CCN2CCCCC2)s1)c1cccc(Cl)c1	-3%	?	5%	-6%	-2%	39%[activator]	3%	-2%	-10%
O=C1CCCN1CCCNc1ncnc2c1cnn2-c1ccc(Cl)cc1	2%	?	-21%	-17%	-2%	15%	6%	3%	-1%
O=C(Nc1ccc(N2CCOCC2)cc1N1CCOCC1)c1ccc([N+](=O)[O-])cc1	2%	-1%	18%	?	1%	25%	-11%	0%	-11%
COc1ccccc1OC(C)C(=O)Nc1ccc2c(c1)n(C)c(=O)n2C (stereo not given)	?	-8%	0%	-6%	5%	50%[activator]	3%	-6%	2%
CC(=O)c1sccc1NC(=O)c1ccccc1C(=O)O	-5%	6%	-5%	-10%	-3%	-16%	-7%	-1%	-11%
COc1ccc(OC)c(NC(=O)NC2CCCCCCC2)c1	-18%	/	20%	-5%	-6%	24%	6%	-3%	-29%

These rows are one share of the data, so the mix of outcomes need not match the whole.
